# Assay outcomes from PubChem.
# HIF-2a block = inhibitors of HIF-2a; 786-0 RCC cells HIF-2a reporter, luciferase luminescence, overnight; inhibition, % at 18.8 µM; actives 0.72% (n = 360,000);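 active means inhibition of the luminescence signal of 40% or more relative to plate controls, in a single-dose primary screen at 18.75 µM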
# NR2E3 ag-1 = NR2E3 (human) agonism; Q9Y5X4; GST-NR2E3/biotin-RetCOR TR-FRET, 1536-well; inhibition of corepressor binding, % at 4.78 µM; actives 0.12% (n = 320,000); AID 2300;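 active means percent inhibition above the cutoff of mean plus 3 SD of all tested compounds, set per screening campaign, cut at about 20% in these data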;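 further: 0% = DMSO wells and 100% = biotin wells as full block of FRET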
# Target sequence (Q9Y5X4 whole entry, looked up): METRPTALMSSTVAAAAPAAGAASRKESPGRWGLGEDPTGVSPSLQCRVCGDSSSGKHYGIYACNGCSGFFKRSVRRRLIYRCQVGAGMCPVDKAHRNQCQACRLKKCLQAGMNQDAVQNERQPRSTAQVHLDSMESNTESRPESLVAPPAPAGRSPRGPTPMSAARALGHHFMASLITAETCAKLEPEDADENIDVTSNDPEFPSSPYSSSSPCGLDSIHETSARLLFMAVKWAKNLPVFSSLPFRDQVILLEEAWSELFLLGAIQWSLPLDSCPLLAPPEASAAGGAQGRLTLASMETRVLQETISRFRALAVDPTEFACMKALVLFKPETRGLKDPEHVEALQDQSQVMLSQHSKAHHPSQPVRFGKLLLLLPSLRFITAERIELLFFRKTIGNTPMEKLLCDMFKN
#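 Assay system: NR2E3–RetCOR corepressor complex. Quantity: 1.35 nM GST-NR2E3. Buffer or medium: pH 7.5 Tris-based buffer. Reagent: biotinylated RetCOR corepressor at 7 nM final. Schedule: 5 h at 4 °C. Detection: TR-FRET, emission read at 617 and 671 nm. Replicates: one well per compound, singlicate testing.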
# CF NFkB inh = inhibitors of cystic fibrosis induced NF-kB; inhibition, % at 5 µM; KKLEB NF-kB-GFP reporter, PAF-induced, GFP fluorescence overnight; actives 0.86% (n = 360,000);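 active means at least 50% inhibition at 5 µM, scaled per plate between neutral and stimulator controls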;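 further: PAF is a Pseudomonas aeruginosa culture filtrate used as stimulus; plate controls were PAF-stimulated DMSO wells for no effect and unstimulated DMSO wells for full effect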
# hiPSC survival = increases survival of single human iPS cells | hiPSC single-cell survival, ATPlite luminescence; 100% = ROCK inhibitor wells, 0% = DMSO | survival enhancement, % at 20 µM | actives 0.044% (n = 360,000) | AID 602274; in the data active means survival enhancement above about 18%;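 further: cells exposed to compounds for 16 hours before the ATP read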
# Shn3 inh set2 = reduces Shn3 3'UTR luciferase signal in osteoblasts; Clone20 osteoblast Shn3 3'UTR firefly luciferase, 24 h; inhibition, % at 12.5 µM; actives 0.52% (n = 360,000); AID 588674;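 active means mean inhibition of at least 75% with every replicate also reaching 75%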;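 further: 0% = median of neutral control wells and 100% = pilot-screen positive control compound; some compounds past the cut are filed as inactive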
# Peg3 promoter = Peg3 promoter activity inhibition | HeLa PEG-Prom luciferase reporter, luminescence, overnight | inhibition, % at 20 µM | actives 1.7% (n = 360,000);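 active means inhibition of at least 50% at 20 µM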
# MITF TRPM1 inh = MITF TRPM1 promoter inhibition in SK-MEL-5 cells; SK-MEL-5 TRPM1 promoter luciferase, 24 h; inhibition, % at 12.5 µM; actives 0.83% (n = 330,000); AID 488899;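 active means mean inhibition across replicates of 60% or more, whatever share of single replicates reaches that level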; further: values of inactives mirror those of a sister screen read the other way
# TWEAK Fn14 block = blocks TWEAK-Fn14 interaction in a reporter cell assay; TWEAK-stimulated Fn14 reporter cells, luciferase luminescence, 8 h; inhibition, % at 10 µM; actives 2% (n = 360,000); AID 1159606; in the data active means inhibition above about 50%
# aDG glyco up = increases alpha dystroglycan glycosylation | activation, % at 10 µM | actives 0.22% (n = 360,000) | Pro5-aDG cells, alpha-DG glycosylation AlphaScreen (IIH6); 0% Pro5, 100% B10-LARGE cell signal;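 active means activation of at least 8% versus controls, or a plate z-score of at least 8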;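 further: Pro5 are CHO cells carrying HIG-tagged alpha-DG that lacks glycosylation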
# NR2E3 ag-2 = activates human NR2E3 receptor. inhibition of corepressor binding, % at 3.98 µM. AID 602229. CHO-S Gal4-NCOR/VP16-NR2E3 two-hybrid, luciferase. Q9Y5X4. actives 0.35% (n = 360,000);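 active means inhibition above the mean of all tested compounds plus 3 SD, cut at about 70% in these data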;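 further: 0% = DMSO with NR2E3 transfected cells and 100% = cells lacking NR2E3 construct; higher means lower luciferase signal from less NR2E3 corepressor binding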
# KKLEB cytotox = reduces viability of KKLEB cystic fibrosis airway cells; activity change (cytotoxicity), % at 5 µM; KKLEB CF airway cells viability, ATPlite luminescence, overnight; stronger effect = lower value; cells stimulated with P. aeruginosa culture filtrate; AID 602141; actives 0.36% (n = 360,000);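 active means corrected activity change at or below -50% at 5 µM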
# The depositor's hits bear a star; nt = not tested or not shown. Rows are unselected; 4.4% or so of the library scored in one or more.
SMILES,HIF-2a block,NR2E3 ag-1,CF NFkB inh,hiPSC survival,Shn3 inh set2,Peg3 promoter,MITF TRPM1 inh,TWEAK Fn14 block,aDG glyco up,NR2E3 ag-2,KKLEB cytotox
CCOC(=O)c1c(-c2ccc(F)cc2)csc1NC(=O)CN1C(=O)NC2(CCCCC2C)C1=O (stereo not drawn),16,-2,-1,-0.5,34,12,-18,49,0.0,0,-14
COc1ccccc1CNC(=O)CN(c1ccc(C)cc1)S(=O)(=O)c1c(C)n[nH]c1C,9,1,0,-1.2,-2,15,-2,8,-0.1,-16,4
O=C1CCC([N+](=O)[O-])C(c2ccc(Cl)cc2)N1 (stereo not drawn),11,1,5,2.0,4,13,-3,-10,-0.1,-12,0
C=CCc1ccccc1OCC(O)CN1CCN(c2ccc(C)cc2)CC1 (stereo not drawn),-3,1,-7,-1.7,7,12,-10,1,0.0,-9,-3
O=C(CSC(=S)N1CCOCC1)Nc1nccs1,0,0,2,-0.4,-24,2,1,2,0.1,31,7
O=C(NN1C(=O)C2C3CCC(O3)C2C1=O)c1ccco1 (stereo not drawn),11,-1,4,-0.8,-4,-50,0,-3,0.1,-3,1
O=C(COC(=O)C1COc2ccccc2O1)NC(=O)NC1CCCC1 (stereo not drawn),1,3,6,-4.4,-17,9,4,4,0.0,-7,8
Cc1cc(/C=C2\SC(=S)NC2=O)c(C)[nH]1,7,-5,-4,0.9,-2,-31,-5,2,-0.2,-40,3
Cc1ccccc1OCC(=O)N(CC(C)C)c1c(N)n(CC(C)C)c(=O)[nH]c1=O,3,0,5,-0.1,3,-1,-14,-2,0.0,-20,4
Cc1cccc(N=C2NN=C(c3ccccc3F)CS2)c1C,-159,-2,-8,2.0,32,-185,-26,17,0.1,-33,16
CCOc1ccccc1CNC(=O)c1cc2oc3ccccc3c2n1CC,-8,-2,10,-0.1,25,16,2,4,1.5,-29,1
COc1cc([N+](=O)[O-])ccc1NC(=O)NNC(=O)c1sccc1C,-24,-2,12,-0.1,-3,-30,-12,-11,0.3,-25,0
Cn1c(C(=O)NCCN2CCOCC2)cc2sccc21,-37,2,10,1.0,-23,-4,-10,6,0.1,2,-5
CCn1cc(C(=O)N[C@@H](CC(C)C)C(=O)NCCCn2ccnc2)c(=O)c2cc3c(cc21)OCO3,10,-3,10,-0.5,-3,1,1,-5,0.2,-38,1
COc1cc(/C=C2\SC(=S)N(CC(=O)NC3=NCCS3)C2=O)cc(OC)c1OC,13,-1,29,0.0,10,1,6,-3,-0.2,-15,-20
Cc1c(N/C=C(\Cl)C(=O)C(F)(F)F)c(=O)n(-c2ccccc2)n1C,3,0,12,0.3,-1,5,11,27,0.2,7,-9
COc1ccc2nc(NNC(=O)c3cc(=O)c4ccccc4o3)sc2c1,-83,5,-8,-1.2,-6,-119,8,42,0.2,-83,10
Cc1ccc(NNC(=O)c2ccno2)cc1C,20,-4,12,-0.4,6,8,5,-14,0.0,-23,-3
CSc1ccccc1C(=O)Nc1cccc(C(C)=O)c1,-11,2,-15,0.2,19,-6,1,0,0.1,-6,12
COC(=O)C[C@H]1c2cc(F)ccc2S(=O)(=O)N1Cc1ccccc1,5,3,37,2.9,-6,0,-3,8,0.0,-28,-11
COc1ccc(NC(=O)CSc2nc(O)c(Cc3ccccc3)c(=O)[nH]2)cc1,6,-5,-5,-0.9,-13,6,-6,7,0.0,8,5
CN(c1cccc(NC(=O)CN(c2ccc(Cl)c(Cl)c2)S(=O)(=O)c2ccccc2)c1)S(C)(=O)=O,14,0,6,-2.8,38,38,-2,32,0.0,1,1
Cc1cccc(-c2nc(C#N)c(N3CCC(C)CC3)o2)c1,18,nt,-4,1.5,-20,5,2,-11,0.0,5,4
OC(COC1CCCCC1)CN1CCN(c2ccccc2)CC1 (stereo not drawn),0,-1,-7,-1.4,-13,9,-8,12,3.4,4,-3
CCOc1ccccc1NC(=O)C1CCCCN1S(=O)(=O)c1ccc(F)cc1 (stereo not drawn),-3,-2,15,1.2,37,1,9,-10,0.1,11,-1

# The last three entries of the section before come first, to join the parts:
SMILES,HIF-2a block,NR2E3 ag-1,CF NFkB inh,hiPSC survival,Shn3 inh set2,Peg3 promoter,MITF TRPM1 inh,TWEAK Fn14 block,aDG glyco up,NR2E3 ag-2,KKLEB cytotox
Cc1cccc(-c2nc(C#N)c(N3CCC(C)CC3)o2)c1,18,nt,-4,1.5,-20,5,2,-11,0.0,5,4
OC(COC1CCCCC1)CN1CCN(c2ccccc2)CC1 (stereo not drawn),0,-1,-7,-1.4,-13,9,-8,12,3.4,4,-3
CCOc1ccccc1NC(=O)C1CCCCN1S(=O)(=O)c1ccc(F)cc1 (stereo not drawn),-3,-2,15,1.2,37,1,9,-10,0.1,11,-1
Cc1ccc(S(=O)(=O)N2CCN(C(=O)CN3CCCSc4ccccc43)CC2)cc1,19,1,1,-0.2,-4,20,10,12,0.2,-16,1
Cc1ccc(CNC(=O)CSCc2ccc(F)cc2)cc1,-15,4,4,0.8,-28,-6,5,-19,0.1,-29,-3
Cc1ccc(OCC(=O)NCCN2CCOCC2)cc1C,8,0,-25,-0.8,0,8,-8,14,-0.1,-31,-3
COc1ccc(NC(=O)N2CCCC(c3nc(-c4ccc(C(C)C)cc4)no3)C2)cc1 (stereo not drawn),-34,1,-23,-2.5,27,-60,16,59*,1.7,-35,5
CCC(=O)NC(=S)Nc1cccc(-c2nc3ncccc3o2)c1,-6,-3,-12,-1.4,-8,-10,10,-16,-0.2,-16,6
COc1ccc(-c2cc3ccccc3n2CC(O)CN2CCCCC2)cc1 (stereo not drawn),1,-1,5,-0.7,-28,3,-13,7,0.6,5,7
Cc1ccc(OCCn2cnc3ccccc3c2=O)c([N+](=O)[O-])c1,-203,-1,4,-0.9,-104,-255,-62,-18,0.2,-94,0
O=C(NN=Cc1ccc(O)cc1O)c1ccccc1NS(=O)(=O)c1cccs1,2,nt,-4,-0.3,-6,-10,nt,4,0.1,-18,0
CC(C)CC(N)c1csc(Nc2cnccn2)n1 (stereo not drawn),13,nt,28,5.6,-18,25,nt,-31,-0.3,-29,-11
COc1ccc2c(c1OC)C(=O)N(c1ccc3c(c1)CCC3)C2=O,-67,7,6,4.9,-17,-69,-35,-17,-0.1,-3,-4
COc1ccc(S(=O)(=O)N(CC(=O)NCc2ccncc2)c2ccc(C)cc2)cc1OC,3,2,5,0.9,-15,20,-5,9,0.0,-5,3
CCc1ccc(OCC(=O)NNC(=S)NC(=O)C2CCCCC2)c(Br)c1,-20,-5,-21,0.0,14,8,-2,-8,0.3,-81,-15
COc1ccc(N2C(=S)N(C(=O)c3ccccc3)C(=Nc3ccccc3)C2=Nc2ccccc2)cc1,-77,0,1,-3.1,5,-256,-48,75*,-0.1,-159,3
Cc1cc(C)c(NC(=O)c2ccc3c(c2)C(=O)N(Cc2cccnc2)C3=O)c(C)c1,7,2,-2,-0.4,-1,4,-1,-6,-0.1,-13,19
CCCCNC(=S)NC(=O)c1ccc(Cl)cc1Cl,-169,1,-6,0.3,-10,-103,-2,-33,0.2,-67,1
CCOC(=O)c1c(C)oc2ccc(OC(=O)N3CCOCC3)cc12,-3,3,-4,2.3,1,-1,-4,1,0.2,-14,-7
CCOC(=O)CSc1nc(C(C)(C)C)nc2ccccc12,13,0,12,-0.4,-7,11,-7,14,0.1,-4,-4
CCOC(=O)C(NC(=O)Cc1ccccc1)(Nc1cc(C)on1)C(F)(F)F (stereo not drawn),13,0,-9,-0.4,5,4,2,8,0.1,-4,0
CN(C)Cc1ccc(F)cc1Sc1cc(Cl)ccc1Cl,16,0,-6,-1.9,18,15,-5,5,-0.1,2,-1
CCOC(=O)c1c(NC(=O)c2c(-c3ccccc3)noc2C)sc(C)c1-c1ccccc1,-13,-1,-3,-0.7,81,5,7,-17,-0.5,-5,0
O=C(Cn1cnc2c(cnn2-c2ccc(Cl)cc2)c1=O)NC1CCCCC1,5,0,-7,-0.1,-2,15,nt,-12,-0.3,-7,5
O=c1[nH]c(C2CC2)nc2sc3c(c12)CCCC3,-40,4,5,-0.9,-2,-68,-8,1,0.3,-33,1
COc1cccc(N/C(=N/C(=S)Nc2ccc(C)cc2C)Nc2nc(C)cc(C)n2)c1,-50,0,10,-0.2,19,0,2,-3,0.1,-31,-10
CCN(CC)c1ccc(/C=N/NC(=O)C(O)c2ccccc2)cc1 (stereo not drawn),8,1,3,-0.6,-50,0,-6,-34,0.1,-25,11
C=CCN1C(=O)/C(=C/C=C2/N(CC)c3ccc(S(=O)(=O)N(C)C)cc3N2CC)SC1=S,16,1,-30,-0.9,28,27,2,10,0.8,-6,0

# Other entries follow.
SMILES,HIF-2a block,NR2E3 ag-1,CF NFkB inh,hiPSC survival,Shn3 inh set2,Peg3 promoter,MITF TRPM1 inh,TWEAK Fn14 block,aDG glyco up,NR2E3 ag-2,KKLEB cytotox
CCOC(=O)C1CCCN(C(=O)Cn2c(=O)c3cccn3c3cccnc32)C1 (stereo not drawn),7,0,4,-0.3,-13,1,0,4,-0.4,1,14
CCOc1ccc(-n2c(SCC(=O)Nc3ccc4c(c3)OCO4)nc3ccccc3c2=O)cc1,12,3,3,-0.1,11,17,2,-33,1.0,-1,4
COc1ccc(Cc2n[nH]c(=S)n2Cc2ccccc2)cc1Cl,21,3,-6,3.1,-8,16,5,-11,-0.1,6,7
CCCCC(=O)Nc1nnnn1CCC,8,-2,-2,1.5,8,15,-9,-9,-0.2,-19,-22
CC(=O)N1N=C(c2ccco2)CC1c1cccs1 (stereo not drawn),-1,4,0,1.3,-12,2,11,11,0.0,-19,-2
CCOC(=O)C(C)Sc1nc(=O)n2cc(C)ccc2n1 (stereo not drawn),-15,-1,11,2.4,-27,-18,-9,-5,-0.2,-1,-3
Nc1ncnc2c1ncn2[C@@H]1O[C@H](CNC(=O)[C@@H]2CCN2)[C@@H](O)[C@H]1O,5,nt,-6,1.5,4,-17,2,-1,0.2,-16,14
O=C(Nc1ccc(Cl)cc1)Nc1cc([N+](=O)[O-])ccc1F,6,-1,-9,-0.5,19,-8,-22,1,0.9,9,2
c1cncc(C2OCC3(CO2)COC(c2cccnc2)OC3)c1 (stereo not drawn),2,2,2,-0.4,-24,10,-4,19,0.4,23,6
Cc1ccc2nc(-c3ccc(NC(=O)c4cccnc4)cc3)oc2c1,-112,4,-18,-0.5,-30,-7,-7,71*,-0.1,-65,5
O=C(NCC1CCCO1)c1ccc(COc2ccc(Br)cc2)cc1 (stereo not drawn),-16,-1,24,-1.0,19,18,-4,11,0.3,-63,8
O=C(CC1CCCCC1)NCc1ccccn1,6,1,-8,-1.5,7,-5,-2,-11,-0.2,-23,5
COc1ccc(CN(C)C(=O)Cc2ccc(OC)c(S(=O)(=O)N3CCOCC3)c2)cc1,1,4,8,0.4,-4,6,1,2,0.1,10,-14

# Part of the list above, limited to Peg3 promoter, TWEAK Fn14 block and NR2E3 ag-2.
Compound	Peg3 promoter	TWEAK Fn14 block	NR2E3 ag-2
Cc1ccc2nc(-c3ccc(NC(=O)c4cccnc4)cc3)oc2c1	-7	71*	-65
CCOc1ccc(-n2c(SCC(=O)Nc3ccc4c(c3)OCO4)nc3ccccc3c2=O)cc1	17	-33	-1
